# High-throughput results as filed in PubChem.
# uPA surface inh: blocks generation of uPA at the cell surface. cell surface uPA generation assay, qHTS. Potency, µM (titrated, usually from 38.3 µM), for inactives: at the top dose activity change, negative = inhibition, actives largely listed as inhibitors. actives 0.31% (n = 330,000). AID 540303; active = well fitted inhibition curve with a large enough effect; inconclusive = small, poorly fitted or top-dose-only effect; inactive = no such curve, though single readings can be large or run the other way; tested in mouse RAW 264.7 cells; also: potency is read from the fitted curve at half-maximal effect; % is scaled to controls: 0 for no effect and ±100 for the full control effect; nearly all actives have a fitted effect of over 55% in size
# ELG1 repair inh: inhibitors of ELG1-dependent DNA repair in HEK293T cells; HEK293T ELG1-luciferase reporter, luminescence, 16 h; DNA damage induced by 5-fluorouridine; Potency, µM (highest dose often 46.1 µM), inactives show at the highest dose activity change, negative = inhibition, most hits filed as inhibitors; actives 2.3% (n = 330,000); also: potency is read from the fitted curve at half-maximal effect; % is scaled to controls: 0 for no effect and ±100 for the full control effect; nearly all actives have a fitted effect of over 55% in size
#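 5-Fluorouridine DNA damage + compound/DMSO, 2,000 cells/well, 16 h, 37 °C/5% CO2. ONE-Glo, 30 min RT, luminescence. Readout = decrease in reporter signal.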
# TCR activator: T cell receptor activation; primary human leukocytes, anti-CD3, IL-2 HTRF, 48 h; Potency, µM (highest dose often 9.22 µM), for the others: top-dose activation of IL-2 secretion, hits mostly activators; 330,000 tested, under 10 active; AID 504894; also: % of control where 0% means no effect
#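 Primary human leukocytes receive a-CD3 beads and test compound and are incubated 48 hr. Secreted IL-2 is then assayed by HTRF, measuring 665nm acceptor emission after 320nm excitation of the europium donor.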
# Mito fusion yeast: mitochondrial division inhibition or fusion activation; Potency, µM (series often up to 46.1 µM), inactives show top-dose growth rescue (activation), usual class: activators; S. cerevisiae fusion-defective mutant growth rescue, CellTiterGlo 48 h; actives 0.23% (n = 320,000);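 also: potency is read from the fitted curve at half-maximal effect; % of control where 0% means no effect; nearly all actives have a fitted effect of over 45% in size; temperature-sensitive fusion mutants such as fzo1-1 at 37 °C on non-fermentable ethanol glycerol medium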
#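 Compounds are tested for their ability to restore growth of mitochondrial fusion-defective yeast strains at non-permissive 37C in YPEG medium over 48 hours. Viability is quantified by luciferase luminescence.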
# Eya2 inh: Eya2 (human) phosphatase inhibition; O00167; recombinant Eya2, OMFP fluorescence dephosphorylation (OMFP is methylfluorescein phosphate); Potency, µM (titrated, usually from 76.9 µM), for inactives: top-dose activity, negative = inhibition, actives largely listed as inhibitors; actives 0.006% (n = 330,000); AID 488837; also: potency is read from the fitted curve at half-maximal effect; % is scaled to controls: 0 for no effect and ±100 for the full control effect
#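 Eya2 (0.2 uM) preincubated 10 min at ambient with compound, then OMFP substrate added at 50 uM; 10 min reaction in 50 mM HEPES pH 7.5, 50 mM NaCl, 5 uM MgCl2, 0.05% BSA, 1 mM DTT. Fluorescence read at Ex 485/Em 525 nm.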
# USP2a block: blocks human ubiquitin-specific protease USP2a; USP2 core, Ub-CHOP2 coupled fluorogenic reporter, 485/531; actives 0.01% (n = 330,000); Potency, µM (doses to about 38.3 µM), for the others: at the top dose activity change, negative = inhibition, hits mostly inhibitors;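 also: potency is read from the fitted curve at half-maximal effect; plate controls were DMSO wells for no effect and full inhibition by NEM control for full effect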
#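 USP2 core (10nM final) preincubated 30min RT with compound in 20mM Tris-HCl pH 8.0, 2mM CaCl2, 2mM beta-mercaptoethanol, 0.05% CHAPS; 25nM Ub-CHOP2 plus 25nM reporter substrate added, fluorescence (Ex485/Em531) read after 60min.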
# B2AR arrestin: agonists driving beta-arrestin recruitment to human beta2-adrenergic receptor | P07550 | actives 0.02% (n = 330,000) | Potency, µM (doses to about 46.1 µM), inactives show at the top dose activation, actives largely listed as activators | AID 492947 | beta-arrestin recruitment to beta2AR, cell-based reporter;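 also: potency is read from the fitted curve at half-maximal effect; 0% = DMSO controls and full agonism = EC100 isoproterenol or metaproterenol; nearly all actives have a fitted effect of over 65% in size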
# Tb PFK block: inhibitors of T. brucei phosphofructokinase; O15648; T. brucei PFK, ADP-Glo luminescence; Potency, µM (titrated, usually from 57.5 µM), for the others: top-dose activity, negative = inhibition, hits mostly inhibitors; actives 0.17% (n = 330,000); AID 485367;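 also: potency is read from the fitted curve at half-maximal effect; 0% = uninhibited 1x PFK enzyme wells and -100% = no-enzyme wells; nearly all actives have a fitted effect of over 60% in size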
#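 Activity is normalized to no-enzyme wells (full inhibition) and 1.25 nM enzyme wells (no inhibition). Reaction: 0.5 mM F6P, 0.1 mM ATP, 45 min RT, ADP-Glo luminescence; concentration-response curves fitted and classed by quality.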
# Chronic BCR inh: chronic active BCR signaling inhibition; ABC-DLBCL IkBa-CBG/CBR reporter, luminescence ratio, 4 h; actives 0.05% (n = 340,000); Potency, µM (highest dose often 46.1 µM), for inactives: at the highest dose ratio change, negative = lower green/red ratio, most hits filed as inhibitors; active = well fitted inhibition curve with a large enough effect in the signal ratio, with a control signal flat, not every such curve was filed as active; inconclusive = small, poorly fitted or top-dose-only effect, or effect the other way, or a change in a side signal; the % refers to the signal ratio;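 also: potency is read from the fitted curve at half-maximal effect; plate controls were basal doxycycline-induced cells for no effect and cells given 10 µM MG132 for full effect; MG132 reads +100%, hits lower the ratio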
#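 TMD8 ABC-DLBCL cells carrying doxycycline-inducible green luciferase fused to IkappaBalpha plus unfused red luciferase were exposed to compounds (up to 46 uM) for 4 hrs at 37C. Activity came from the overlap-corrected green/red luminescence ratio.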
# TSHR antagonist: human thyrotropin receptor antagonism. P16473. TSHR-expressing cells, TSH-stimulated cAMP HTRF, 2 h; active compounds read low. activity change, negative = inhibition, % at 11.5 µM. actives 0.2% (n = 330,000). AID 504810;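 active = activity change below a set negative limit, meaning inhibition stronger than a set level, cut at about -70% in these data; inconclusive = activity change between two set negative limits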; also: % is scaled to controls: 0 for no effect and ±100 for the full control effect
# Target sequence (P16473 whole entry, looked up): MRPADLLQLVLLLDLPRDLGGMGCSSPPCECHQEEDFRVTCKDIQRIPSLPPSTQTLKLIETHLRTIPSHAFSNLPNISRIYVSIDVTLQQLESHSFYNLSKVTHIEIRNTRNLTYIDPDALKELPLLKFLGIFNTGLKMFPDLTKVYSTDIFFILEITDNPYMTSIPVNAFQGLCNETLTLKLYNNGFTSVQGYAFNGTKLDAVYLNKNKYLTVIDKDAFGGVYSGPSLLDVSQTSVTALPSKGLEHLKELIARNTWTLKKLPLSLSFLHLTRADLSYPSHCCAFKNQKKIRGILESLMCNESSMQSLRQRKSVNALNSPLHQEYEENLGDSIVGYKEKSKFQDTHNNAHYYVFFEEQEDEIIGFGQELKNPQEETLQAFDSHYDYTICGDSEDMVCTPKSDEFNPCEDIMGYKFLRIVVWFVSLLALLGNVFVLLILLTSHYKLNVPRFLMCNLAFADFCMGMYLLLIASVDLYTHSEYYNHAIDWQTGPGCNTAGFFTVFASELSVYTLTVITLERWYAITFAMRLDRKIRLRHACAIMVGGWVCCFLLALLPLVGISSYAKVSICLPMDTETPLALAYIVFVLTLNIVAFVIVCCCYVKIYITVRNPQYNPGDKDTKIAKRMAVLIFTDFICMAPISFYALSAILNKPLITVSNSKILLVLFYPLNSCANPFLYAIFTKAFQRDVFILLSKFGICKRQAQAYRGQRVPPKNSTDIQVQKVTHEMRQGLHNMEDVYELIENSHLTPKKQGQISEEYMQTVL
#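 Inhibition of cAMP made by TSHR-expressing cells under TSH stimulation (4nM final, EC80; 2 h, 37 deg C) is quantified with a one-step lysis HTRF kit, anti-cAMP cryptate versus cAMP-d2.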
# TSG101-PTAP inh: blocks PTAP/TSG101 interaction to inhibit HIV-1 budding; AID 493005; Q99816; Potency, µM (titrated, usually from 115 µM), for the others: at the top dose activity change, negative = inhibition, actives largely listed as inhibitors; 340,000 tested, under 10 active; Fluorescence polarization, FITC-PTAP peptide / Tsg101 binding; active = well fitted inhibition curve with a large enough effect in the main read-out, with a control signal flat, not every such curve was filed as active; inconclusive = small, poorly fitted or top-dose-only effect, or effect the other way, or a change in a side signal; inactive = no such curve, though single readings can be large or run the other way; also: potency is read from the fitted curve at half-maximal effect; % of control where 0% means no effect
# Target sequence (Q99816 whole entry, looked up): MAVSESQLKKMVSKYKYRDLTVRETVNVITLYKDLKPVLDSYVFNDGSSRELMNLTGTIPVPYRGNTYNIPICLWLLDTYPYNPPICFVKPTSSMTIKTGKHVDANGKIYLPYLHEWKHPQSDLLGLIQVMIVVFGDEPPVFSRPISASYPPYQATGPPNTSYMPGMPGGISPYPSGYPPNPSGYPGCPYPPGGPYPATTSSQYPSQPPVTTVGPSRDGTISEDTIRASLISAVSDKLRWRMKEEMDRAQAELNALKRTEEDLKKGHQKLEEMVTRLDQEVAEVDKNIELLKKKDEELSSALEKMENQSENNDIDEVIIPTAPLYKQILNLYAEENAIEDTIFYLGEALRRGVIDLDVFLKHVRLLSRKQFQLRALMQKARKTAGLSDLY
#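 Tsg101 binding domain (10 uM final) was mixed with compound and a FITC-labeled PTAP peptide (50 nM final) in HEPES pH 7.5 buffer with NaCl, Tween 20, EDTA and TCEP; fluorescence polarization was read after 20 min at r.t.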
# An asterisk follows results filed as active; ? = inconclusive; / = not tested or not shown; [ ] = another dose, or the depositor's remark. Unless noted, calls follow the shape of the dose curve; as a rule, active = well fitted curve in the direction sought with a large enough effect; inconclusive = small, poorly fitted or top-dose-only effect, or another doubt; inactive = no such curve, though single readings can be large; an effect the other way counts as inactive or inconclusive.
SMILES,uPA surface inh,ELG1 repair inh,TCR activator,Mito fusion yeast,Eya2 inh,USP2a block,B2AR arrestin,Tb PFK block,Chronic BCR inh,TSHR antagonist,TSG101-PTAP inh
O=C(CSc1nnc(CNC(=O)c2ccco2)o1)Nc1cccc(F)c1,1.3%,14.1%,1.1%,5.7%,-9.3%,5.0%,0.0%,-2.4%,-1.2%,-0.3,-10.4%
Cc1ccc(OCCC(=O)OCC(=O)NC(=O)NC2CCCCC2)cc1,3.6%,14.9%,-3.5%,1.2%,5.2%,-3.7%,-0.5%,2.8%,?,1.7,-2.2%
C=CCn1c(SCC(N)=O)nnc1-c1cnccn1,-1.2%,4.4%,0.9%,1.9%,-3.1%,-1.2%,-0.5%,-1.5%,0.3%,-1.7,-1.2%
O=C(Nc1cccc(S(=O)(=O)c2cccc(NC(=O)c3ccco3)c2)c1)c1ccco1,0.4%,23.1µM*,-3.6%,10.8%,20.3%,0.0%,3.2%,-2.0%,?,-9.4,-0.1%
Cc1c(F)cccc1NS(=O)(=O)c1ccc2c(c1)c(C)cc(=O)n2C,2.4%,17.4%,-0.2%,9.7%,3.3%,2.1%,0.3%,6.3%,?,9.1,-5.8%
CN(CC(=O)Nc1ccccc1Br)C(=O)c1cccc(S(=O)(=O)NCc2ccccc2)c1,-0.1%,-8.7%,1.8%,-2.4%,-16.4%,2.3%,-0.1%,-0.2%,-3.7%,7.5,-0.2%
C#CCOCCOCCOCCNc1nc(N2CCN(C(=O)CCCCCCCCCCNC(=O)[C@@H]([C@H](C)O)n3cc(C)nn3)CC2)nc(N2CCN(C(=O)CCCCCCCCCCNC(=O)[C@@H]([C@H](C)O)n3cc(C)nn3)CC2)n1,-24.0%,?,-5.6%,-8.6%,-3.4%,-8.5%,7.8%,1.1%,1.1%,-9.7,-0.8%
CCOC(=O)N1CCN(Cc2cn[nH]c2-c2ccc(-c3ccccc3)cc2)CC1,0.9%,?,0.3%,8.8%,-4.3%,-0.4%,3.6%,-1.7%,?,6.5,-3.8%
O=[N+]([O-])c1cccc(-c2ccc(CN3CCN(c4ccccc4)CC3)o2)c1,0.4%,7.7%,/,-4.8%,4.7%,3.4%,0.5%,0.1%,0.2%,5.9,-0.5%
CCC(NC(=O)Nc1nccs1)(C(F)(F)F)C(F)(F)F,0.7%,-16.9%,-14.2%,-0.1%,9.8%,0.2%,0.1%,-3.5%,-0.2%,12.8,-3.4%
Cc1cccc(N2CCN(C(=O)c3ccc(Cl)c(S(=O)(=O)NCc4ccco4)c3)CC2)c1C,-13.1%,18.4µM*,1.4%,14.2%,16.1%[15.4 µM],-9.7%,0.1%,-2.6%,-19.0%,9.4,-5.7%
CCOc1ccc(NC(=O)CCCCCN2C(=O)[C@@H]3Cc4ccccc4CN3C2=O)cc1,9.3%,-28.7%,-0.9%,-2.2%,1.3%,1.2%,0.4%,-1.4%,-10.9%,-1.0,-4.5%
Cc1cccc(N2CCN(c3nnnn3-c3ccccc3)CC2C)c1 (configuration not stated),0.4%,?,3.2%,6.6%,-21.1%,-2.1%,-0.2%,-5.0%,18.3%,-5.9,-3.2%
O=C(NCCC1=CCCCC1)C1CCN(C(=O)Cc2ccccc2)CC1,-15.1%,4.5%,-20.9%,1.5%,-1.5%,6.2%,0.6%,-4.2%,16.6%,-1.1,-4.3%
O=S(=O)(c1ccc(Br)cc1)N1CCCC1c1nc2ccccc2s1 (configuration not stated),2.9%,?,-0.4%[46.1 µM],?,-19.2%,-7.1%,-0.4%,-1.8%,-0.1%,-12.8,-4.0%
CN(/N=C/c1cc(Cl)ccc1O)C1=NS(=O)(=O)c2ccccc21,-23.0%,0.0%,2.4%,8.2%,5.8%,-3.7%,2.9%,-0.7%,?,2.7,-6.3%
CCN1C(=O)/C(=C2\SC(=S)N(NC(=O)c3cccnc3)C2=O)c2ccccc21,-12.3%,1.2%,6.2%,10.1%,6.9%,-6.4%,-0.2%,-3.7%,?,-10.4,-10.1%
O=C(C1CC(=O)N(c2ccc3c(c2)OCCO3)C1)N1CCCC(C(F)(F)F)C1 (configuration not stated),4.5%,5.1%,7.7%,-4.7%,-21.5%,0.8%,0.0%,0.8%,-16.0%,11.7,-2.4%
Cc1cc(NC(=O)CCC(=O)N(Cc2ccccc2)C(C(=O)NC2CCCC2)c2ccco2)no1 (configuration not stated),2.5%,10.5%,3.8%,-1.6%,11.6%,0.4%,-0.3%,-2.3%,12.0%,0.9,-0.8%
COC(=O)c1cnc(N2CCCN(S(=O)(=O)c3ccccc3)CC2)nc1C(F)(F)F,5.6%,-22.5%,6.0%,10.1%,-0.6%,1.9%,-0.7%,-9.7%,-8.7%,1.2,-9.2%
Cc1ccc(CN(CC(=O)NC2CCCCC2)C(=O)c2csnn2)cc1,-0.3%,7.4%,-3.3%,-6.7%,-5.6%,0.9%,0.0%,-2.1%,-3.6%,12.3,0.5%
CCNC(=O)NS(=O)(=O)c1cnccc1Nc1cccc(Cl)c1,3.5%,-10.0%,2.1%[46.1 µM],-6.8%,-3.0%,1.7%,-0.1%,3.3%,-1.7%,-9.8,-4.1%
COc1ccc(NC2CCCN(C(=O)CCc3scnc3C)C2)cc1 (configuration not stated),5.1%,-5.7%,-0.7%,2.4%,4.9%,0.9%,-0.1%,1.0%,?,-5.0,/
N#Cc1ccc(-c2nc3ccccc3nc2-c2ccccc2)cc1C#N,0.6%,16.4µM*,-1.6%[46.1 µM],2.4%,2.5%,-3.1%,-0.3%,-1.2%,-15.8%,7.1,0.0%
CN(CC(=O)Nc1ccc2c(c1)OCO2)CC(=O)Nc1ccc(F)c(F)c1F,-0.1%,0.0%,-3.7%,/,-38.7%,2.8%,-0.2%,-7.3%,-11.4%,/,-4.1%
Cc1nc2sccc2c(=O)n1-c1cccc(Cl)c1,-0.7%,23.4%,4.5%,2.7%,1.5%,-0.1%,-1.2%,0.5%,?,7.1,-3.2%
COCCNC(=O)C(c1ccc(C)cc1)N(C(=O)CCC(=O)Nc1ccccn1)c1ccc(C)cc1 (configuration not stated),-3.4%,-4.9%,3.0%,-2.1%,-0.5%,0.2%,-0.2%,-0.2%,2.6%,-9.8,-1.2%
CCOC(=O)c1ccc(NC(=O)C(C)NS(=O)(=O)c2ccc(OC)cc2)cc1 (configuration not stated),0.6%,-5.1%,-1.9%,-0.3%,12.4%,-1.5%,0.2%,1.7%,10.3%,7.9,-0.2%
CCc1ccc(N(CC(=O)NCc2ccco2)C(=O)CCC(=O)Nc2nccs2)cc1,1.2%,-4.8%,-6.1%,3.4%,-17.9%,0.0%,-0.3%,-0.4%,-0.1%,-14.1,-0.3%
Cc1nn(-c2ccc(F)cc2)c(Cl)c1/C=C/C(=O)OCC(=O)Nc1c(F)c(F)c(F)c(F)c1F,5.4%,11.3%,0.0%,-0.3%,13.4%,4.1%,-0.2%,-5.8%,-0.1%,-7.5,0.5%
CC(=O)Nc1ccc(C(=O)COC(=O)CCc2ccccc2)c(F)c1,11.4%,14.2%,-1.1%,9.1%,-9.6%,-4.6%,-0.2%,-1.2%,?,-3.5,1.3%
Cc1ccc(S(=O)(=O)C2CS(=O)(=O)CC2O)cc1 (configuration not stated),12.4%,18.2%,-0.1%,-1.8%,23.2%,-0.5%,-2.0%,-5.9%,-5.5%,17.6,-5.8%
COc1ccc(-c2c(S(=O)(=O)c3ccccc3)cnn2-c2ccccc2)cc1,-4.2%,-6.4%,10.3%,-4.4%,7.1%,-2.3%,-0.1%,-11.0%,0.4%,16.9,-10.8%
CNc1ccccc1C(=O)OCC(=O)N1CCN(c2ccc(OC)cc2)CC1,2.8%,2.1%,/,4.2%,1.8%,-0.6%,-0.8%,2.2%,?,18.1,-4.7%
c1cc2nc(C34CC5CC(CC(C5)C3)C4)[nH]c2cn1,-9.3%,-18.8%,-1.6%[46.1 µM],-9.4%,2.7%,3.3%,-0.7%,-1.5%,-0.8%,-5.7,-5.6%
COc1ccc2cc(-c3ccccc3)ncc2c1,?,?,2.0%,-4.7%,-4.7%,1.8%,-0.4%,-12.2%,0.1%,-14.7,-1.0%
COc1cc(OC)cc(OC(=O)C2CCN(C(=O)c3ccc(F)cc3)CC2)c1,-2.9%,10.1%,-2.8%,-0.8%,2.4%,0.1%,-0.2%,2.7%,?,-5.7,0.6%
